Assay outcomes deposited in PubChem by National Center for Advancing Translational Sciences (NCATS).
MCF10A rerep = induces DNA re-replication in MCF 10a normal breast cells; Potency, µM (doses to about 46.1 µM), for inactives: at the highest dose activity, positive = re-replication, actives largely listed as activators; hit rate 2.9% among 350,000; MCF 10A DNA re-replication, Hoechst nuclear intensity, 48 h; also: potency is read from the fitted curve at half-maximal effect; % of control where 0% means no effect; nearly all actives have a fitted effect of over 50% in size
ATXN2 expr inh = reduces ATXN2 reporter expression in HEK-293 cells; AID 1745845; HEK-293 ATXN2-luciferase reporter, luminescence, 24 h; hit rate 0.72% among 360,000; Potency, µM (series often up to 57 µM), without a hit: at the top dose activity change, negative = inhibition, hits mostly inhibitors; also: potency is read from the fitted curve at half-maximal effect; % is scaled to controls: 0 for no effect and ±100 for the full control effect; nearly all actives have a fitted effect of over 55% in size
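ATXN2-luciferase reporter cells (luciferase flanked by upstream and downstream ATXN2 gene portions) were treated 24 h at 37 °C with compounds at up to 57 uM. SteadyGlo luminescence gave expression; GF-AFC fluorescence gave viability.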
HT1080 IDH1KD tx = kills HT-1080 cells with IDH1 knockdown; HT-1080 IDH1 knockdown viability, ATP luminescence, 48 h; hit rate 2% among 360,000; Potency, µM (titrated, usually from 46.1 µM), for the others: at the top dose activity, negative = toxicity, usual class: cytotoxic;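 also: potency is read from the fitted curve at half-maximal effect; 0% = DMSO wells and -100% = cell-free medium wells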
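In this qHTS, HT-1080 cells depleted of IDH1 are exposed for 48 h at 37 °C to compound titrations. Toxicity is scored from CellTiter-Glo luminescence, with DMSO as full viability and medium alone as none.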
HT1080-NT tox = kills 2HG-producing HT-1080-NT fibrosarcoma cells. HT-1080-NT fibrosarcoma viability, CellTiter-Glo ATP luminescence, 48 h. Potency, µM (titrated, usually from 46.1 µM), for the others: at the top dose activity, negative = less viability, actives largely listed as cytotoxic. hit rate 1.6% among 360,000;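 also: NT is the 2HG producing partner of a matched IDH1 knockdown line; potency is read from the fitted curve at half-maximal effect; 0% = DMSO-treated cells and -100% = media-only wells without cells; nearly all actives have a fitted effect of over 55% in size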
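Viability by CellTiter-Glo luminescence after 48 h compound exposure at 37C of HT-1080-NT cells (750/well, RPMI, 5% FBS). % activity scaled between DMSO wells and medium-only wells, then curve-fitted and categorized by curve class.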
KB-V1 MDR tox = KB-V1 MDR subline cytotoxicity | KB-V1 MDR cells viability, CellTiter-Glo, 72 h | Potency, µM (doses to about 46.1 µM), inactives show at the top dose activity change, negative = cytotoxicity, most hits filed as cytotoxic | hit rate 3.4% among 400,000 | AID 1347076; also: potency is read from the fitted curve at half-maximal effect; % is scaled to controls: 0 for no effect and ±100 for the full control effect; nearly all actives have a fitted effect of over 60% in size
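Luminescent ATP read-out (CellTiter-Glo, 10 min) measures survival of drug-selected KB-V1 MDR cells after 72 h, 37 degrees C compound exposure. Medium: phenol-red-free DMEM, 10% FBS. Values from fitted concentration-response curves.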
S2 tox = reduces viability in counter-screen for ATXN expression inhibitors; S2 cells (HEK-293 line with an ATXN2-luciferase reporter) viability, CellTiter-Fluor protease fluorescence, 24 h; Potency, µM (highest dose often 56.7 µM), most hits filed as cytotoxic; hit rate 0.49% among 400,000; also: potency is read from the fitted curve at half-maximal effect; nearly all actives have a fitted effect of over 40% in size
SW480 rerep = DNA re-replication induction in SW480 cells. SW480 DNA re-replication, Hoechst DNA content imaging, 48 h. Potency, µM (titrated, usually from 46.1 µM), for the others: at the top dose re-replication activation, actives largely listed as activators. hit rate 1.8% among 340,000; also: potency is read from the fitted curve at half-maximal effect; % of control where 0% means no effect; nearly all actives have a fitted effect of over 55% in size
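Image-based read-out: total Hoechst fluorescence of nuclei (405 nm excitation, 500-530 nm emission), with hits raising the fraction of high-intensity nuclei. SW480 colon cells incubated 48 hr with compounds at 37 C.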
IL-1B inflam inh = inflammasome signaling inhibition, IL-1 beta readout; THP-1 LPS/ATP IL-1B secretion, AlphaLISA, 16 h; active compounds read low; activity change, % at 57.5 µM; hit rate 4.7% among 360,000; AID 743279; in the data active = activity change below about -50%; inconclusive = mostly about -30% to -49%; also: % is scaled to controls: 0 for no effect and ±100 for the full control effect
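Secreted IL-1B measured by AlphaLISA bead assay after 16 h compound exposure of THP-1 cells; compounds (final up to 57.5 uM) added 1 h before LPS (250 ng/mL) and ATP (1.25 mM) stimulation; lower signal means less secretion.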
KB-3-1 cytotox = kills parental KB-3-1 adenocarcinoma cells; KB-3-1 viability, CellTiter-Glo ATP luminescence, 72 h; hit rate 1.4% among 400,000; Potency, µM (series often up to 46.1 µM), without a hit: top-dose activity change, negative = cytotoxic, usual class: cytotoxic; AID 1347075; also: potency is read from the fitted curve at half-maximal effect; % is scaled to controls: 0 for no effect and ±100 for the full control effect; nearly all actives have a fitted effect of over 60% in size
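KB-3-1 cells, DMEM (no phenol red) + 10% FBS; compound by pin transfer, 72 h, 37 °C. Readout: CellTiter-Glo luminescence after 10 min. Data normalized, curve-fitted.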
The depositor's hits bear a star; i = inactive; ? = inconclusive; . = no result given; & = joins results of further samples; [ ] = dose if it differs, or a comment. Unless noted, calls follow the shape of the dose curve; as a rule, active = well fitted curve in the direction sought with a large enough effect; inconclusive = small, poorly fitted or top-dose-only effect, or another doubt; inactive = no such curve, though single readings can be large; an effect the other way counts as inactive or inconclusive.

Sample of the layout (2 entries):
mol	MCF10A rerep	ATXN2 expr inh	HT1080 IDH1KD tx	HT1080-NT tox	KB-V1 MDR tox	S2 tox	SW480 rerep	IL-1B inflam inh	KB-3-1 cytotox
Cc1cc(C)cc(N=C2NC(=O)CS2)c1	0%	-19%	6%	5%	-6%	?	-4%	11	20%
CC(C)(C)NC(=O)C(c1cccs1)N(C(=O)c1csnn1)c1cccc(F)c1 (stereo unspecified)	-12%	7%	1%	-14%	-29%	i	?	6	-15%

The list itself, repeating the preview:
mol	MCF10A rerep	ATXN2 expr inh	HT1080 IDH1KD tx	HT1080-NT tox	KB-V1 MDR tox	S2 tox	SW480 rerep	IL-1B inflam inh	KB-3-1 cytotox
Cc1cc(C)cc(N=C2NC(=O)CS2)c1	0%	-19%	6%	5%	-6%	?	-4%	11	20%
CC(C)(C)NC(=O)C(c1cccs1)N(C(=O)c1csnn1)c1cccc(F)c1 (stereo unspecified)	-12%	7%	1%	-14%	-29%	i	?	6	-15%
O=C(COC(=O)CNS(=O)(=O)c1c(Cl)cccc1Cl)Nc1ccccc1Sc1ccccc1	3%	8%	0%	2%	0%	i	-2%	9	14%
CSc1ncnc2c1cnn2-c1ccc(C)cc1C	0%	19%	7%	16%	-27%	i	-1%	0	-5%
COc1ccc(N(CC(=O)Nc2cc(C)ccc2C)S(=O)(=O)c2c(C)nn(C)c2C)cc1	-2%	-6%	-11%	-9%	3%	i	-1%	20	-23%
CCN(CC)C(=O)c1[nH]cnc1C(=O)N[C@@H](CC(C)C)C(=O)OC(C)(C)C	0%	-10%	0%	-13%	-10%	i	-2%	42	9%
O=C(NN=C1CCCC1)c1n[nH]c2c1CCCC2	?	1%	?	?	-3%	i	?	87	-1%
CC(C)[C@H]1COC(NC2=N[C@@H](C(C)C)CO2)=N1	-10%	10%	3%	3%	3%	i	-2%	0	?
CC(=O)Nc1cccc(C)c1	0%	4%	9%	?	10%	i	?	-5	0%
O=C(Nc1c2c(nn1-c1cccc(Cl)c1)CS(=O)(=O)C2)c1ccc2c(c1)OCO2	-17%	.	0%	-4%	0%	i	-1%	-16	-1%
Cc1ccccc1S(=O)(=O)Cc1ccc(C(=O)NCCCN2CCC(C)CC2)o1	1%	13%	19%	9%	26%	i	-2%	-3	11%
Cc1cc(OCC(=O)NCC2(N(C)C)CCCCC2)cc(C)c1Cl	.	1%	.	.	-38%	i	.	.	-1%
Cc1cccc(OCC(=O)Nc2ccc3nc(Nc4cccc(C(F)(F)F)c4)cc(C)c3c2)c1	.	-8%	.	.	-2%	i	.	.	-22%
Cc1nn(C)cc1CN1CCCC(C(=O)c2ccc(-c3ccccc3)cc2)C1 (stereo unspecified)	3%	-14%[11.3 µM]	?	?	-12%	i	5%	-91*	-17%
CCOC(=O)C1(CCc2ccccc2)CCN(Cc2ccc(OC)cc2)CC1	4%	-6%	-2%	-14%	4%	i	-7%	-29	1%
O=S(=O)(c1ccccc1)c1cnc(-c2cccnc2)nc1-c1ccccc1	9%	2%	1%	6%	8.2µM*	i	-7%	22	5%
CCn1c(=O)n(-c2ccc3c(c2)OCO3)c2nc(-c3ccc(C(C)C)cc3)nc(C(N)=O)c21	.	10%	.	.	0%	i	.	.	8%
O=S1(=O)N=C2CCCCCN2C(c2ccccc2)N1 (stereo unspecified)	-4%	.	8%	21%	28%	i	-4%	20	1%
O=c1nc2n(c3ccc(Br)cc13)CCS2	3%	0%	-9%	8%	-1%	i	-15%	-14	0%
COc1ccccc1-n1cc(CN2CCN(C3CCCC3)C(CCO)C2)cn1 (stereo unspecified)	0%	.	-1%	-2%	2%	i	-1%	3	1%
CCn1c(/C=C/c2c(C)n(CC)c3ccccc23)nc2ccccc2c1=O	?	2%	15%	11%	1.6µM*	?	2%	29	-5%
O=C(CSc1nccc(-c2cccs2)n1)Nc1ccc(Cl)cc1	0%	.	2%	-1%	?	i	-25%	0	-2%
CC(=O)c1ccc(NC(=O)C(C)N(C)CC(=O)Nc2cccc(F)c2)cc1 (stereo unspecified)	2%	-14%	0%	8%	-2%	i	-1%	9	1%
O=C(C1CCCCC1)N1C[C@@H](O)[C@H](n2cc(-c3ccc(F)cc3)nn2)C[C@@H]1c1ccc(Cl)cc1	.	-36%	?	?	?	?	.	-12	?
OCC1(Cc2ccc(F)cc2)CCCN(CCc2ccccc2)C1 (stereo unspecified)	?	-13%	?	?	0%	i	-1%	-15	0%
Cc1ccc(N(C)S(=O)(=O)c2ccc(-c3coc(C)n3)cc2)cc1	.	-6%	.	.	5%	i	.	.	3%
Cc1ccc(NC(=O)C(C)Sc2nnc3n2CCCCC3)cc1S(=O)(=O)N1CCOCC1 (stereo unspecified)	.	.	1%	-2%	17%	i	.	1	-1%
CCN(CC)S(=O)(=O)c1ccc(N=NC2=C(O)CCCC2=O)cc1	0%	.	2%	0%	15%	i	-6%	16	1%
CCN(C#N)c1nc(NC(C)C)nc(NC(C)C)n1	22%	2%	4%	8%[9.24 µM]	-14%	i	-9%	-2	-18%
CC(NC(=O)C1CCCC1)c1ccccc1 (stereo unspecified)	-3%	-20%	5%	28%	25%	i	-8%	11	4%
CC(=O)N1CCc2c(sc3c2c(=O)n(Cc2ccccc2)c(=O)n3Cc2ccc(C)cc2)C1	.	0%	.	.	0%	i	.	.	25%
CC(C)(C)OC(=O)NC(Cc1ccccc1)C(=O)N1CCCC1C(=O)O (stereo unspecified)	-1%	3%	5%	9%	5%	i	-3%	20	14%
CCNC(=O)CCc1nc(-c2ccc(C)cc2)no1	7%	26%	10%	-1%	16%	i	-11%	21	4%
COc1cccc2[nH]c3c(=O)n(CCCN4CCOCC4)cnc3c12	-1%	.	2%	0%	-5%	i	-16%	44	4%
O=C(Nc1c(-c2ccc3c(c2)OCO3)[nH][nH]c1=O)c1cnccn1	.	0%	19%	15%	10%	i	.	24	0%
CCOc1ccc(-c2nnc(-c3cccs3)o2)cc1OCC	1%	45%[activator]	4%	9%	?	i	-9%	-24	5%
O=C(NCC1CC1)[C@@H]1C[C@H]1[C@@H](NP(=O)(c1ccccc1)c1ccccc1)c1ccccc1	13%	7%	6%	10%	-3%	i	17%	19	8%
CCc1nnc(NC(=O)CSc2nc3[nH]ncc3c(=O)[nH]2)s1	2%	-6%	22%	7%	4%	i	-11%	13	9%
CC1C(=O)C(C)C(c2cc(Cl)ccc2O)NC1c1cc(Cl)ccc1O (stereo unspecified)	?	25µM*	23µM*	16µM*	-11%	.	?	-75*	-31%
CN(C)/C=C(\C=O)c1cccc(Cl)c1	-4%	-16%[11.3 µM]	-4%	-8%	-6%	i	-17%	14	0%
C=CCOc1ccc(C2=NOC(C(=O)Nc3ccc4c(c3)OCCO4)C2)cc1 (stereo unspecified)	.	-24%	6%	1%	-7%	i	.	-17	2%
Cc1c(NC(=O)/C(C#N)=C/c2c(Oc3ccccc3)nc3ccccn3c2=O)c(=O)n(-c2ccccc2)n1C	?	1%	-1%	3%	1%	i	-5%	-4	?
Cc1nnc(SCC(=O)NNC(=O)COc2ccc(Cl)cc2)n1C	-34%[inhibitor]	-2%	5%	-7%	27%	i	16%	0	2%
Cc1ccc2c(c1)C(c1ccncc1)=NNC(c1ccccc1)=N2	4%	-25%	15%	17%	-3%	i	-10%	1	-1%
Cc1ccc(-c2nnc(SCC(=O)NNC(=O)COc3cccc(C)c3)n2C)cc1	-6%	6%	-23%	4%	-15%	i	-2%	0	-3%
NC(=O)c1sc2nc3c(c(-c4ccccc4)c2c1N)CCC3	?	-8%	-17%	-1%	-18%	?	0%	10	-1%
CCCCSc1nnc(-c2ccc(NC(=O)CC)cc2)n1C	4%	11%	0%	6%	-10%&8%	i	-1%	?	-4%&3%
Cc1nc2sccn2c(=O)c1S(=O)(=O)N1CCN(c2ccc(F)cc2)CC1	-1%	-8%	-4%	18%	0%&-13%	i	1%	-8	-7%&0%
CC(C)C1NC(=S)N(Cc2ccccc2)C1=O (stereo unspecified)	1%	2%	-1%	-1%	3%	i	-1%	3	-13%
COc1ccc(S(=O)(=O)Cc2ccc(C(=O)NCCCN3CCc4ccccc4C3)o2)cc1	-1%	-12%	1%	-3%	-3%	i	?	-29	1%

Next entries:
mol	MCF10A rerep	ATXN2 expr inh	HT1080 IDH1KD tx	HT1080-NT tox	KB-V1 MDR tox	S2 tox	SW480 rerep	IL-1B inflam inh	KB-3-1 cytotox
C[C@]12C=CC(=O)C=C1CC[C@@H]1[C@@H]2[C@@H](O)C[C@@]2(C)[C@H]1CC[C@]2(O)C(=O)COC(=O)CCC(=O)O	8%&-14%	-4%	?	?	-6%	?	-12%&0%	?	0%
Cc1nnc(SCC(=O)N(C)CC(=O)Nc2ccc(F)cc2)n1Cc1ccccc1	-2%	-3%	5%	6%	0%	i	-1%	19	9%
O=C(CCn1c(=O)sc2ccccc21)NCCC1=CCCCC1	0%	8%	1%	4%	-11%	i	-7%	-6	14%
CCCS(=O)(=O)NC(=O)C1(C)CCN(C(=O)c2cccs2)C1 (stereo unspecified)	.	12%	10%	14%	-1%	i	.	6	?
O=Cc1ccc(Oc2nc(Cl)ncc2F)cc1	15%	3%	-19%	0%	?	i	?	6	-4%
